# Screening data from PubChem BioAssay.
# Yfh1-off respiration = enhancers of respiration in Yfh1-depleted yeast, dose response, Friedreich's ataxia, plus single-dose screen (AID 1465). S. cerevisiae Yfh1-off respiration, WST-1 reduction, 72 h; higher fold induction means a stronger effect. fold induction at 50 µM; hits with a dose series show EC50 in µM. hit rate 0.074% among 220,000;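 active means fold induction of absorbance versus untreated yeast above a set limit, then at least 30% activation at any dose in follow-up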;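 further: activators that raise dye reduction in frataxin-depleted yeast; strong numbers were not always called active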
# T cell modulator = T cell immune modulators affecting CD8 T cell-vesicle binding; hit rate 0.068% among 330,000; calls only at 7 µM; 2C CD8+ T cell-vesicle binding, flow cytometry; active compounds read low; AID 2052;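 active means response, share of CD8 T cells binding vesicles, and their 90th percentile fluorescence all below set limits, cut at about 80% in these data, passing the limit was not always enough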
#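 System: murine 2C transgenic CD8+ T lymphocytes; also added: QL9-loaded Drosophila micro-vesicles; times: binding 1.5 h at 37 °C; measured by: flow cytometry, PE anti-B7-1 (FL2) versus Alexa647 anti-CD8 (FL8), PFA-fixed; control set: Peptide-free naked vesicles (low) and QL9 vesicles with 0.7% DMSO vehicle (high)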
# M17LAP inhibition = P. falciparum M17LAP inhibitors, primary screen, biochemical, fluorogenic H-Leu-NHMec substrate, 1536-well (AID 1619); hit rate 0.38% among 220,000; inhibition, % at 30 µM, or IC50 in µM where a hit was titrated; recombinant M17LAP, H-Leu-NHMec fluorogenic kinetic assay; higher % means a stronger effect;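 active means compound inhibiting the enzyme by more than half at any dose during confirmatory dose-response retesting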;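 further: plate controls were full reaction with DMSO carrier for no effect and no enzyme background for full effect; strong numbers were not always called active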
# P. falciparum M1AAP = P. falciparum M1AAP inhibitors, biochemical, fluorogenic H-Leu-NHMec substrate, 1536-well (AID 1445); recombinant M1AAP, H-Leu-NHMec fluorogenic kinetic assay; higher % means a stronger effect; inhibition, % at 30 µM, or IC50 in µM where a hit was titrated; hit rate 0.42% among 220,000;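 active means primary inhibition above the hit cutoff, then over 50% inhibition at one or more dose response concentrations, cut at about 23% in these data, passing the limit was not always enough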;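 further: plate controls were DMSO full reaction for no effect and no enzyme background for full effect; strong numbers were not always called active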
# WT yeast gro inh = growth inhibition of WT yeast, mitochondrial fusion screen. mitochondrial fusion phenotypic screen, WT strain. inhibition, % at 10 µM. hit rate 2.1% among 190,000. AID 1362; in the data active means inhibition above about 58%; tested in S. cerevisiae
# MT stabilize HCS = stabilizes microtubules in HeLa cells; HeLa tubulin immunostaining HCS, 24 h; share of cells brighter than vehicle mean+2SD; % tubulin-high responders, % at 10 µM; hit rate 0.83% among 200,000; AID 2205;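 active means plate Z-score above 3 for both tubulin-high and condensed-nucleus cell shares, with cell loss under 80%, at 10 µM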;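 further: anti alpha tubulin signal scored within the nucleus-defined area of each cell; some results filed as inactive read as strong as hits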
# Autophagy mod = modulators of autophagy. MEF GFP-LC3 puncta imaging; test concentration mostly 10 µM. AID 463193. hit rate 0.98% among 190,000. calls only at 10 µM (by protocol);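 active means percentage of spot-positive cells more than 3 SD above its plate mean, without a fluorescence outlier flag or 80% toxicity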;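 further: spot-positive cell cutoff set from DMSO-treated cells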
# bCat nuc transl = modulators of beta-catenin nuclear translocation. HeLa beta-catenin nuclear translocation, immunofluorescence imaging. nuclear translocation activity, % at 5 µM. hit rate 0.3% among 190,000;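 active means nuclear translocation activity above 50% at 5 µM, with a well cell count of 50 or more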;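 further: per-cell ratio of nuclear to cytoplasmic median beta-catenin stain intensity; plate controls were DMSO negative control for no effect and GSK-3 inhibitor IX positive control for full effect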
#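 System: HeLa cells, endogenous beta-catenin; compound dosing: 5 µM primary single dose, 0.1% DMSO, 0.02–20 µM confirmation series; incubation: 24 h compound exposure at 37°C, 5% CO2; signal: beta-catenin immunofluorescence imaging with DAPI; evaluation: % activation, nuclear-to-cytoplasmic median beta-catenin signal ratio per cell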
# Dynein cargo inh = blocks dynein driven cargo transport along microtubules; hit rate 0.47% among 220,000; AID 1381; z-score, hits read low; 3617.4 mouse cells, GR-EGFP nuclear translocation imaging; test concentration mostly 20 µM; stimulated with dexamethasone, 1 µM; active compounds read low;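 active means plate z-score of nuclear minus cytoplasmic receptor signal below a set negative limit, without overly bright fluorescence or cell loss, cut at about -3.5 in these data, passing the limit was not always enough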;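 further: z-score of nuclear minus cytoplasmic ring GR-EGFP intensity difference per well; some compounds called inactive have numbers as strong as hits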
#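 Schedule: 48 h induction, then 1 h compound, then 30 min agonist, 37 °C. Buffer or medium: tetracycline-free induction medium containing charcoal-stripped FBS. Reagent: 1.0 µM final dexamethasone stimulus. Evaluation: nuclear versus cytoplasmic GR-EGFP signal, averaged per well. Signal: high-content fluorescence imaging after fixation.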
# WT yeast gro inh mutant strain = recorded beside WT yeast gro inh, whose call it bears; inhibition, %; mitochondrial fusion phenotypic screen, mutant strain inhibition
# Dynein cargo inh cytoplasmic EGFP = second read-out of Dynein cargo inh, no call of its own (marks repeat the call); z-score; measured here: cytoplasmic GR-EGFP intensity; active compounds read high
# Dynein cargo inh nuclear GR-EGFP = also measured in Dynein cargo inh; calls as there; z-score; measured here: nuclear GR-EGFP intensity;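 lower value marks the stronger effect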
# Dynein cargo inh cell count = also measured in Dynein cargo inh; calls as there; z-score; measured here: cell count per field
# bCat nuc transl cell count 5 µM = second read-out of bCat nuc transl, no call of its own (marks repeat the call); cell count; measured here: cell count, cytotoxicity flag
# T cell modulator vesicle-bound % = further read-out of T cell modulator, marked with its call; double positive events, %; measured here: CD8+ vesicle-bound cell fraction;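 binding gate set so that unloaded-vesicle control wells show 10% double positive cells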
# MT stabilize HCS Hoechst-high % = recorded beside MT stabilize HCS, whose call it bears; % Hoechst-high responders; measured here: nuclear condensation Hoechst responders;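 share of cells brighter than vehicle mean plus two SD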
# MT stabilize HCS cytotoxicity % = recorded beside MT stabilize HCS, whose call it bears; toxicity, %; measured here: cytotoxicity by cell density;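 0% = mean cell density of plate MIN control wells and 100% = no cells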
# Autophagy mod cell loss 18 h = second read-out of Autophagy mod, no call of its own (marks repeat the call); toxicity, %; measured here: cell loss, nuclei count;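 cell loss after 18 h compound exposure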
# Active calls of the source: *; i = inactive; . = no result given.
1: O=C(Nc1ccc2[nH]c3c(c2c1)CCCC3)c1ccco1
2: CC1CC1C(=O)OCC(=O)NCc1ccc(Cl)cc1Cl (stereo unspecified)
3: Cc1ccc(NC(=O)CO/N=C(\N)c2nonc2N)cc1
4: C=CCn1c(C(CCCC)CC(C)O)n[nH]c1=S (stereo unspecified)
5: O=C(CN1CCN(c2ccc(O)cc2)CC1)Nc1cc(S(=O)(=O)N2CCOCC2)ccc1Cl
6: COc1ccc(-c2nn(CCC(=O)O)cc2CCC(=O)O)cc1
7: COc1ccc(CCNC(=O)CSC(=O)c2ccccc2)cc1OC
8: O=C(O)CCC(=O)Nc1ccccc1C(=O)NCc1ccccc1

Screen / compound no.	1	2	3	4	5	6	7	8
Yfh1-off respiration	i	.	i	i	i	i	i	i
T cell modulator	i	i	i	i	i	i	i	i
T cell modulator vesicle-bound %	16	52	58	53	42	6	60	39
M17LAP inhibition	0%	28%	7%	10%	-7%	6%	-11%	7%
P. falciparum M1AAP	13%	1%	2%	0%	3%	7%	1%	5%
WT yeast gro inh	17	82*	-11	10	-23	3	1	-8
WT yeast gro inh mutant strain	9	-1.3*	-12	1	-11	-10	-9	-2
MT stabilize HCS	2.7	1.7	2.0	4.5	3.9	1.8	2.5	2.7
MT stabilize HCS Hoechst-high %	2.3	2.4	1.5	1.3	4.0	1.6	1.7	2.2
MT stabilize HCS cytotoxicity %	10	5.3	6.6	6.6	4.1	7.1	2.7	5.5
Autophagy mod	i	i	i	i	i	i	i	i
Autophagy mod cell loss 18 h	2	-11	-39	8	8	2	24	-2
bCat nuc transl	.	-5.5	1.0	-2.3	-0.5	-0.9	-0.3	1.2
bCat nuc transl cell count 5 µM	.	1196	982	1175	984	1141	1123	946
Dynein cargo inh	-0.31	-0.062	-0.66	0.77	-0.61	-0.25	-1	-0.84
Dynein cargo inh cytoplasmic EGFP	-0.065	-0.21	-0.21	-0.23	-0.27	-0.2	-0.16	-0.2
Dynein cargo inh nuclear GR-EGFP	0.063	0.4	-0.52	0.49	-0.51	-0.12	-0.57	-0.86
Dynein cargo inh cell count	1	0.13	1.4	0.098	0.69	0.63	0.022	0.22

# Profiles from above. Order of screens: Yfh1-off respiration, T cell modulator, T cell modulator vesicle-bound %, M17LAP inhibition, P. falciparum M1AAP, WT yeast gro inh, WT yeast gro inh mutant strain, MT stabilize HCS, MT stabilize HCS Hoechst-high %, MT stabilize HCS cytotoxicity %, Autophagy mod, Autophagy mod cell loss 18 h, bCat nuc transl, bCat nuc transl cell count 5 µM, Dynein cargo inh, Dynein cargo inh cytoplasmic EGFP, Dynein cargo inh nuclear GR-EGFP, Dynein cargo inh cell count
# `COc1ccc(CCNC(=O)CSC(=O)c2ccccc2)cc1OC` is entered as i, i, 60, -11%, 1%, 1, -9, 2.5, 1.7, 2.7, i, 24, -0.3, 1123, -1, -0.16, -0.57, 0.022
# `CC1CC1C(=O)OCC(=O)NCc1ccc(Cl)cc1Cl` (stereo unspecified) is entered as ., i, 52, 28%, 1%, 82*, -1.3*, 1.7, 2.4, 5.3, i, -11, -5.5, 1196, -0.062, -0.21, 0.4, 0.13

# Filtered by structure: the entries above with an aryl methoxy group
6: COc1ccc(-c2nn(CCC(=O)O)cc2CCC(=O)O)cc1
7: COc1ccc(CCNC(=O)CSC(=O)c2ccccc2)cc1OC

Screen / compound no.	6	7
Yfh1-off respiration	i	i
T cell modulator	i	i
T cell modulator vesicle-bound %	6	60
M17LAP inhibition	6%	-11%
P. falciparum M1AAP	7%	1%
WT yeast gro inh	3	1
WT yeast gro inh mutant strain	-10	-9
MT stabilize HCS	1.8	2.5
MT stabilize HCS Hoechst-high %	1.6	1.7
MT stabilize HCS cytotoxicity %	7.1	2.7
Autophagy mod	i	i
Autophagy mod cell loss 18 h	2	24
bCat nuc transl	-0.9	-0.3
bCat nuc transl cell count 5 µM	1141	1123
Dynein cargo inh	-0.25	-1
Dynein cargo inh cytoplasmic EGFP	-0.2	-0.16
Dynein cargo inh nuclear GR-EGFP	-0.12	-0.57
Dynein cargo inh cell count	0.63	0.022

# Remaining list, next part.
9: COc1cccc(NC(=O)COc2ccc(S(=O)(=O)NC(C)C)cc2)c1
10: COc1ccc(CCN(C(=O)C(F)(F)F)C(C(=O)NC2CCCC2)c2cccs2)cc1OC (stereo unspecified)
11: COc1ccc(NC(=O)CSc2nc3cccnc3n2C)cc1
12: CC(=O)CC(C)(C)S(=O)(=O)c1ccc(NC(C)=O)cc1
13: O=C(NCCN1CCOCC1)c1ccc2c(c1)N(Cc1ccccc1)CCS2
14: COc1ccc(-c2nn(-c3ccccc3)cc2/C=C(\CC(=O)O)c2nc3ccccc3s2)cc1OC
15: CN(C)CCNC(=O)Nc1ccc(Cl)c(Cl)c1
16: CCC(C)(C)NC(=O)C(c1ccccn1)N(C(=O)c1csnn1)C1CCCCC1 (stereo unspecified)

Screen / compound no.	9	10	11	12	13	14	15	16
Yfh1-off respiration	i	i	i	i	i	i	i	i
T cell modulator	i	i	i	i	i	i	i	i
T cell modulator vesicle-bound %	32	36	38	10	25	35	43	48
M17LAP inhibition	-8%	-1%	-1%	3%	-153%	4%	4%	9%
P. falciparum M1AAP	-1%	3%	8%	1%	1%	18%	1%	1%
WT yeast gro inh	13	12	-7	-1	19	16	21	12
WT yeast gro inh mutant strain	12	10	1	16	3	-6	7	-3
MT stabilize HCS	3.3	2.0	3.5	3.8	1.2	3.2	0.5	1.9
MT stabilize HCS Hoechst-high %	1.8	2.3	2.0	2.5	3.7	2.8	1.4	1.6
MT stabilize HCS cytotoxicity %	5.2	9.4	11	6.1	7.0	6.7	8.7	0.7
Autophagy mod	i	i	i	i	i	i	i	i
Autophagy mod cell loss 18 h	7	-1	5	-10	1	-6	-11	11
bCat nuc transl	1.5	-3.0	1.1	-2.5	.	-1.2	-1.4	0.4
bCat nuc transl cell count 5 µM	896	1120	883	1175	.	1090	1412	930
Dynein cargo inh	0.056	-0.4	-1.6	1.5	-0.89	-0.65	-0.59	0.86
Dynein cargo inh cytoplasmic EGFP	-0.25	-0.21	-0.23	-0.22	-0.049	0.14	-0.17	-0.26
Dynein cargo inh nuclear GR-EGFP	-0.35	-0.35	-0.72	1.3	-0.29	0.13	-0.45	0.38
Dynein cargo inh cell count	-0.13	0.68	0.65	-0.71	-0.19	-0.4	0.42	-0.56

17: CCOc1ccccc1CNC(=O)c1nn(CC)cc1[N+](=O)[O-]
18: O=C(CCC1COc2ccccc2O1)NCc1ccco1 (stereo unspecified)
19: CC(C)(c1ccccc1)c1ccc(OCCCNCCO)cc1
20: O=C(/C=C/Nc1ccccc1C(=O)O)c1cccs1
21: COC(=O)CSc1nnc(CNc2ccc(OC)cc2)n1C
22: Cc1cc(C)cc(N(C(=O)c2sc(C)nc2C)C(C(=O)NCc2ccco2)c2ccccc2)c1 (stereo unspecified)
23: Nc1nc(SCC(=O)Nc2ccc(S(N)(=O)=O)cc2)n[nH]1
24: Cc1ccccc1-n1c(SCC(N)=O)nc2sc(-c3ccccc3)cc2c1=O
25: CCNC(=O)NC(=O)C(C)Sc1nc2ccccc2n1CC(C)C (stereo unspecified)

Screen / compound no.	17	18	19	20	21	22	23	24	25
Yfh1-off respiration	i	i	i	.	i	i	i	i	i
T cell modulator	i	i	i	i	i	i	i	i	i
T cell modulator vesicle-bound %	54	36	18	45	16	15	53	23	10
M17LAP inhibition	12%	12%	11%	7%	7%	-3%	1%	-3%	7%
P. falciparum M1AAP	6%	5%	3%	2%	11%	9%	6%	10%	-1%
WT yeast gro inh	3	13	92*	-13	14	14	-20	7	9
WT yeast gro inh mutant strain	-7	-1	85*	-7	6	14	-10	-22	0
MT stabilize HCS	2.5	3.1	3.1	5.1	4.2	2.7	4.0	4.8	3.5
MT stabilize HCS Hoechst-high %	1.9	2.8	2.4	2.2	1.8	1.3	2.2	3.1	2.0
MT stabilize HCS cytotoxicity %	1.8	8.5	6.8	8.7	6.8	0.7	8.1	1.2	4.8
Autophagy mod	i	i	i	i	i	i	i	i	i
Autophagy mod cell loss 18 h	-1	-7	-2	4	-1	-24	15	2	8
bCat nuc transl	.	.	-6.4	-0.4	-2.1	-1.7	2.4	3.8	-1.2
bCat nuc transl cell count 5 µM	.	.	1212	1198	829	1061	1541	1173	1400
Dynein cargo inh	0.056	0.93	3.4	0.28	-0.65	0.82	-0.43	0.1	0.15
Dynein cargo inh cytoplasmic EGFP	-0.31	-0.22	18	-0.23	-0.19	0.025	-0.36	-0.34	-0.087
Dynein cargo inh nuclear GR-EGFP	-0.14	-0.13	3.9	-0.067	-0.18	0.36	-0.7	0.46	0.23
Dynein cargo inh cell count	0.47	-1.1	-4.5	0.46	-0.27	-3.2	0.87	-1.4	-0.22
